Source: PubChem BioAssay
SIRT5 inh – blocks human SIRT5 desuccinylation of peptide | inhibition, % at 15 µM | Q9NXA8 | 330,000 compounds, 1.1% hits | Purified SirT5, succinyl-peptide AMC, trypsin-coupled fluorescence | AID 652115; in the data active means inhibition above about 15%; inconclusive means no clear call, values can overlap the other calls
Target sequence (Q9NXA8 whole entry, looked up): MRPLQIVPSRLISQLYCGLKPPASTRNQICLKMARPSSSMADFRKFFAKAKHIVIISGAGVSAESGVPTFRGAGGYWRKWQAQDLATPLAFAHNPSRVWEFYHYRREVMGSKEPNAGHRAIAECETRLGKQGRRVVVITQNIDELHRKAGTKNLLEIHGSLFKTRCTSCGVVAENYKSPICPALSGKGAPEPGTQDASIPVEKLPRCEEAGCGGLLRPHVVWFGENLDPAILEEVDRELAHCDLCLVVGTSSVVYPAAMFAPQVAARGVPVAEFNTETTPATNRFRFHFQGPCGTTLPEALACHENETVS
C2C12 statin – suppressors of simvastatin-induced myotoxicity in C2C12 myotubes | ATP luminescence, 48 h; scaled: DMSO 0, geranylgeraniol control 100 | rescue of ATP level, % at 7.49 µM | 330,000 compounds, 0.78% hits;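 active means mean ATP rescue above about 67%, or every replicate alone reaching that limit, limit read from the data, passing the limit was not always enough; inconclusive means no clear call, values can overlap the other calls; inactive means mean under the limit and some replicate under it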;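 further: myotubes were challenged with 10 µM simvastatin during compound exposure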
ERp5 block – ERp5 (human) disulfide isomerase inhibition | inhibition, % at 9.99 µM | ERp5 insulin aggregation, absorbance 650 nm, 90 min | 350,000 compounds, 0.05% hits | AID 651711;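 active means mean replicate inhibition above about 25%, with every replicate also reaching it, limit read from the data, passing the limit was not always enough; inconclusive means only one of those two criteria met; inactive means neither criterion met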
E-sel inducer – induces E-selectin expression in human endothelial cells; activation, % at 7.58 µM; AID 686992; HUVEC E-selectin immunofluorescence imaging; normalized: neutral wells 0, TNF-alpha wells 100; 260,000 compounds, 0.37% hits;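 active means mean E-selectin-positive cell signal at least 10% of the positive control, reached in at least 60% of replicates, without over 20% cell loss; inconclusive means no rule given, readout overlaps actives, possibly toxicity-flagged; inactive means the rest, including those meeting only one limit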;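 further: in these data hits start at about 27%; measured in HUVEC primary endothelial cells; signal is the percent of cells scored E-selectin positive by PE staining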
Target sequence (P16581 whole entry, looked up): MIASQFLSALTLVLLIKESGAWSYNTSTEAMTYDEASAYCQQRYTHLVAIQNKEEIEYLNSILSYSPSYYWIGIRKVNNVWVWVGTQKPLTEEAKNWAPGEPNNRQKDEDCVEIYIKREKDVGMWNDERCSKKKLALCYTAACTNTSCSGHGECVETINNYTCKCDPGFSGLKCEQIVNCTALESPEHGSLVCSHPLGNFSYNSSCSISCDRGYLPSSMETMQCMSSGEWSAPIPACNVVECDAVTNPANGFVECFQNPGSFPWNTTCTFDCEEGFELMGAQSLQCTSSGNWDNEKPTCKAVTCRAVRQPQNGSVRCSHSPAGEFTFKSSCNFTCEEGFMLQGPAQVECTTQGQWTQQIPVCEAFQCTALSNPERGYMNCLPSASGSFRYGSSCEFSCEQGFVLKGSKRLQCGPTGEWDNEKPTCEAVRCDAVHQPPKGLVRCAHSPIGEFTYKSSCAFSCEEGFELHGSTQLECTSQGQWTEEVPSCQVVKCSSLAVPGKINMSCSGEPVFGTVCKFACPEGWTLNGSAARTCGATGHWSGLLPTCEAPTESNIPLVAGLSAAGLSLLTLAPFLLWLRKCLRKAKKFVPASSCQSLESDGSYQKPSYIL
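material = human umbilical vein endothelial cells (HUVEC), E-selectin induction | quantity = 3,000 cells/well | medium = EGM-2 growth medium on 0.1% gelatin-coated wells | technique = immunofluorescence imaging | read-out basis = % PE-positive cells | control set = TNF-alpha positive control, DMSO neutral control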
PglD DTNB – inhibitors of Campylobacter jejuni PglD acetyltransferase; purified PglD enzyme, DTNB colorimetric CoA detection; inhibition, % at 12.5 µM; 360,000 compounds, 0.098% hits; in the data active means inhibition above about 16%, passing the limit was not always enough; inconclusive means no clear call, values can overlap the other calls; further: strong numbers were not always called active
S100A4 inh HTS – S100A4-myosin IIA interaction inhibition. 360,000 compounds, 0.14% hits. S100A4/TAMRA-MyoIIA peptide fluorescence polarization. P26447. inhibition, % at 10.7 µM. AID 652163;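 active means mean inhibition of at least 70% across replicates, with every replicate also reaching that level; inconclusive means mean inhibition reaches 70% but some replicates fall short; inactive means mean inhibition below 70%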
Target sequence (P26447 whole entry, looked up): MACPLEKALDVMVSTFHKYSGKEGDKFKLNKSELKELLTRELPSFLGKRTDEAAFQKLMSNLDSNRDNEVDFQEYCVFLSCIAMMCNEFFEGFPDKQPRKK
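Material: S100A4 monomer protein | Medium: HEPES pH 7.2 with CaCl2, KCl, NaCl, DTT, Triton | Reagent: Labelled myosin peptide probe, 5 nM | Doses: One dose per compound | Times: 5 min incubation before reading | Benchmarks: Neutral control DMSO, positive control TFP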
DENV2 CPE – DENV2-induced cell death inhibition; DENV2-infected cells, cytopathic effect rescue, plate reader; CPE inhibition, % at 9.99 µM; 350,000 compounds, 1.7% hits; AID 651640; in the data active means CPE inhibition above about 20%, passing the limit was not always enough; inconclusive means no clear call, values can overlap the other calls; tested in BHK-21 cells;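 further: 0% = median of neutral control wells and 100% = median of positive control wells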
Active calls of the source: *; ? = inconclusive; . = no result given.

structure	SIRT5 inh	C2C12 statin	ERp5 block	E-sel inducer	PglD DTNB	S100A4 inh HTS	DENV2 CPE
O=C(COc1ccccc1)N(Cc1cccc(F)c1)C1CCS(=O)(=O)C1 (centres undefined)	-3	13	-8	.	-7	2	5
CCCOc1cccc(C(=O)N/N=C/c2coc3ccccc3c2=O)c1	-1	1	-1	-0.3	3	-1	?
CN(CCC#N)C(=O)COC(=O)c1ccc(Cl)cc1O	0	4	2	.	1	-5	-3
CCOC(=O)N1C2=NC(C(=O)OC)=C(C(=O)OC)[C@@H]3N(C)c4ccc(OC)cc4[C@]23C[C@H]1C(=O)OC	.	.	3	-0.1	-1	4	-5
Cc1cc(NS(=O)(=O)c2ccc(NC(=O)CCN3C(=O)c4ccccc4C3=O)cc2)no1	0	.	-3	.	-7	-2	3
COc1ccc(NC(=O)N(C)C[C@@H]2Oc3ccc(NC(=O)C4CC4)cc3C(=O)N([C@H](C)CO)C[C@@H]2C)cc1	-2	-11	0	0.0	-1	5	6
Cc1nc2c(C#N)cnn2c2c1CCN2CC1CCCO1 (centres undefined)	-6	8	5	0.7	0	0	1
COc1cc(Cl)ccc1OCc1cc(C(=O)N(C)C2CC(C)(C)NC(C)(C)C2)no1	0	-2	-2	-0.1	4	-6	-2
COc1cccc2c(Cl)c(CC=C(Cl)Cl)c(C)nc12	-3	47	2	0.8	-4	1	1
O=[N+]([O-])c1ccccc1N(S(=O)(=O)c1ccccc1)S(=O)(=O)c1ccccc1	-5	6	1	-0.4	-4	-3	-1

Next section.
structure	SIRT5 inh	C2C12 statin	ERp5 block	E-sel inducer	PglD DTNB	S100A4 inh HTS	DENV2 CPE
CCn1c(=O)c2ccccc2n(Cc2ccc([N+](=O)[O-])cc2)c1=O	-9	4	0	.	4	-1	-7
CC(=O)Oc1ccc(N(C(C)=O)S(=O)(=O)c2ccc(C)cc2)c2ccccc12	3	-2	2	0.0	.	-1	-8
CCOC(=O)[C@]12CCCC=C1N(CCc1ccc(OC)c(OC)c1)C(=O)[C@H](CC(=O)N1CCN(C(=O)C3CC3)CC1)C2	.	.	5	-0.2	.	-4	4
CN(C)C(CNC(=O)c1ccc(C2SCCS2)cc1)c1ccccc1 (centres undefined)	-1	-6	-1	.	-4	10	1
CCC(=O)c1ccc(OCC(=O)OCC(=O)c2cc(C)n(C)c2C)cc1	-3	0	-4	0.8	-2	-6	1
COC(=O)[C@@]1(CCS(=O)(=O)c2ccccc2)COC(c2ccc(OCCCO)cc2)=N1	2	.	0	.	-4	3	-14
CCN1C(=NCCc2ccc(Br)cc2)N[C@@H](c2ccccc2)[C@H](C(=O)OC)[C@H]1C	1	-22	6	-0.2	-4	4	-3
CC(C)C(NC(=O)c1c(F)cccc1F)C(=O)OCN1C(=O)c2ccccc2C1=O (centres undefined)	-22	-5	0	1.6	-6	-2	?
CSc1ccccc1NC(=O)Nc1cccc(Cl)c1	-1	-13	2	.	4	3	-5
O=c1[nH]ncc(N/N=C\c2ccc(O)cc2O)c1Cl	-2	6	-1	.	17	7	2

(more compounds)
structure	SIRT5 inh	C2C12 statin	ERp5 block	E-sel inducer	PglD DTNB	S100A4 inh HTS	DENV2 CPE
CCN(CC(=O)Nc1c(F)cccc1F)C(=O)c1ccc(N2C(=O)c3ccccc3C2=O)cc1	-4	13	1	0.1	-2	-2	18
CCCNC(=O)C1(C)CCN1C(=O)Cc1ccc(C(C)(C)C)cc1 (centres undefined)	0	4	-4	0.1	-4	1	3
C[C@H]1CN([C@@H](C)CO)C(=O)c2cc(-c3cccnc3)cnc2O[C@@H]1CN(C)Cc1ccc(-c2ccccc2)cc1	4	-26	0	1.0	6	6	4
COC(=O)[C@@]1(Cc2ccc(OC)cc2)[C@H]2c3cc(C(=O)N4CCCC4)n(Cc4cc(C)n(C)n4)c3C[C@H]2CN1C(=O)c1ccccc1	-1	.	-4	-6.3	.	-23	-1
CNC(=S)N(Cc1cc2cc(C)ccc2n2nnnc12)CC(C)(C)CN(C)C	4	5	2	.	4	0	1
CCCSc1ccc([C@H]2N[C@@](Cc3ccccc3)(C(=O)OC)[C@H]3C(=O)N(C)C(=O)[C@@H]23)cc1	.	7	0	0.1	-5	-2	3
COc1ccc(Nc2nc(NCc3ccco3)nc(N/N=C/c3ccccc3F)n2)cc1	-2	.	6	-0.8	-17	-3	0
CCCOc1ccc(N2C(=O)CC(N(CCOC34CC5CC(CC(C5)C3)C4)C(C)=O)C2=O)cc1 (centres undefined)	3	5	3	1.3	-5	-2	3
CC(CN1CCOCC1)OC(=O)c1ccc(Cl)cc1Cl (centres undefined)	0	32	2	0.1	0	4	-5
C[C@H](CO)N1C[C@H](C)[C@H](CN(C)S(=O)(=O)c2ccc(F)cc2)Oc2ccc(NS(=O)(=O)c3cccs3)cc2C1=O	1	.	-3	0.0	-1	2	-1

More compounds follow:
structure	SIRT5 inh	C2C12 statin	ERp5 block	E-sel inducer	PglD DTNB	S100A4 inh HTS	DENV2 CPE
COc1cccc(-c2nc(C=O)cs2)c1	-1	.	0	0.0	.	0	-1
Cc1ccc(S(=O)(=O)N2C[C@H](O)COC[C@@H]3O[C@@H](CC(=O)N[C@@H]4CCN(Cc5ccccc5)C4)CC[C@H]32)cc1	-1	-11	1	0.0	-6	7	-5
Cc1c(Cc2ccc3c(c2)OCO3)sc(NC(=O)c2ccc3ccccc3c2)c1C(N)=O	3	-38	5	.	2	3	0
COc1ccc(NC2CCCN(C(=O)CCN3CCCC3=O)C2)cc1 (centres undefined)	3	4	-1	-1.4	6	-21	2
CCCC(=O)Nc1ccc2c(c1)C(=O)N(C)C[C@H](OC)[C@H](C)CN(C(=O)C1CCCC1)[C@H](C)CO2	2	-6	-2	1.0	-3	-3	1
CCCNC(=O)c1csc(Nc2cccc3ccccc23)n1	-1	-7	-1	1.0	-5	0	7
CCOCCCNC(=O)C1(O)c2ccccc2NC(=O)N1c1ccc(C)c(C)c1 (centres undefined)	-2	5	-6	.	2	-1	0
CN(Cc1ccc(Cl)cc1Cl)C(=O)CNC(=O)c1ccc2c(c1)OCO2	-4	.	0	.	.	-2	0
COc1cccc(NC(=O)Cn2c3ccc(F)cc3c3nc4n(c(=O)c32)CCS4)c1	-2	11	3	.	-8	-11	11
O=c1[nH]c(C2CCN(S(=O)(=O)c3ccc4c(c3)OCCO4)CC2)nc2c1nnn2Cc1ccccc1	1	2	6	.	0	-7	-2

Continued.
structure	SIRT5 inh	C2C12 statin	ERp5 block	E-sel inducer	PglD DTNB	S100A4 inh HTS	DENV2 CPE
CC(OC(=O)CNC(=O)c1ccc(Cl)c([N+](=O)[O-])c1)C(=O)NCc1ccco1 (centres undefined)	5	15	-1	-1.3	4	6	6
O=C(Oc1ccccc1C(=S)N1CCOCC1)c1ccc([N+](=O)[O-])cc1[N+](=O)[O-]	-2	4	-2	0.1	-2	1	11
Cc1ccc(S(=O)(=O)Nc2ccc3c(c2)CC(=O)N([C@@H](C)CO)C[C@@H](C)[C@H](CN(C)Cc2ccc4c(c2)OCO4)O3)cc1	6	44	0	0.6	-2	11	-2
O=C(c1cccc(F)c1)N1CC[C@@H]2[C@H](CO)Nc3ccc(-c4ccccc4F)cc3[C@@H]21	0	3	1	0.0	3	.	4
C[C@@H]1CN([C@H](C)CO)C(=O)c2cc(NS(C)(=O)=O)ccc2O[C@@H]1CN(C)C(=O)Nc1ccccc1	-8	-5	-3	82*	1	-5	-3
C[C@H]1CN([C@@H](C)CO)C(=O)c2ccccc2-c2ccccc2CO[C@@H]1CN(C)C(=O)CCN(C)C	-6	5	-1	-0.4	-4	1	-2
O=C(COC(=O)/C=C/c1ccccc1)Nc1cccc(Oc2ccccc2)c1	-1	.	-1	0.2	4	-1	-7
O=C(c1ccccn1)N1CC2(C1)[C@H](c1ccccc1)[C@H](CO)N2C(=O)C1CC1	1	.	1	0.1	.	-11	-4
COc1ccc(CCNC(=O)c2c(-c3ccccc3Cl)noc2C)cc1	-1	9	6	.	4	4	-5
Cc1nc(NC(=O)c2ccccc2)sc1Cc1ccc2c(c1)OCO2	-3	7	-2	.	-2	-2	-1

Remaining list, next part
structure	SIRT5 inh	C2C12 statin	ERp5 block	E-sel inducer	PglD DTNB	S100A4 inh HTS	DENV2 CPE
CNC(=S)N/N=C(\C)c1ccc(Cl)s1	7	.	0	.	.	-5	.
CCCCn1c(N)c(N(CC(C)C)C(=O)CC2CCCCC2)c(=O)[nH]c1=O	-4	.	0	0.3	.	-1	7
C[C@H](CO)N1C[C@H](C)[C@H](CN(C)C)Oc2cc(C#CC3(O)CCCC3)ccc2S1(=O)=O	-1	1	2	-0.3	0	43	26*
COc1ccc(N2CC(O)(c3ccc(OC(F)F)cc3)[N+]3=C2CCCC3)cc1 (centres undefined)	-3	.	1	1.5	.	3	-5
C[C@@H]1CN([C@H](C)CO)C(=O)Cc2cc(NS(=O)(=O)c3ccccc3)ccc2O[C@@H]1CN(C)S(C)(=O)=O	0	-12	5	0.2	0	-4	17
CCc1cc2c(=O)c(-c3nc(C)cs3)c(CCCC(=O)O)oc2cc1O	1	3	4	.	-7	-8	-2
Cc1ccc(CN2CCN(Cc3cccn3-c3ccccn3)CC2CCO)o1 (centres undefined)	-1	3	5	0.0	.	-9	.
Cc1cc(C(=O)OCC(=O)NCc2ccc(Cl)cc2Cl)c(C)o1	7	1	-4	13	0	4	-5
COc1ccc(CN2C(=O)C(CC(=O)NC3CCCCC3)CC(C(=O)N(C)C)=C2C)cc1 (centres undefined)	-2	-3	-2	.	0	2	-13
CCOc1ccccc1Oc1c(C)oc2cc(OC(=O)N3CCOCC3)ccc2c1=O	.	-2	7	0.1	0	7	-6

The list continues:
structure	SIRT5 inh	C2C12 statin	ERp5 block	E-sel inducer	PglD DTNB	S100A4 inh HTS	DENV2 CPE
C[C@H]1CN([C@@H](C)CO)C(=O)c2c(c3ccccc3n2C)-c2ccccc2CO[C@@H]1CN(C)C(=O)Cc1ccccc1	4	.	-4	-0.6	1	1	7
C=CCN(c1nc(C)cc(OC)n1)S(=O)(=O)c1ccccc1	3	22	3	.	0	-2	17
Cc1cccc(-n2cc(C#N)c(=O)[nH]c2=O)n1	3	.	-1	.	.	-7	2
Cc1noc(C)c1NC(=O)N(C)C[C@@H]1Oc2ccc(NC(=O)Nc3ccccc3)cc2CC(=O)N([C@H](C)CO)C[C@@H]1C	-4	-12	3	0.0	0	-8	13
CSc1nc(NS(=O)(=O)c2cc(C)c(Cl)cc2Cl)nn1C	0	0	1	-0.6	-4	1	-1
C[C@H](CO)N1C[C@H](C)[C@@H](CN(C)Cc2ccc(Cl)c(Cl)c2)Oc2ccc(NC(=O)Nc3ccc4c(c3)OCO4)cc2C1=O	-2	-20	-2	-3.3	10	-1	3
C[C@H](CO)N1C[C@H](C)[C@H](CN(C)C(=O)c2ccccc2)OCCCC[C@H](C)Oc2ccc(NC(=O)Nc3cccc4ccccc34)cc2C1=O	7	.	4	0.2	1	-16	1
C/C=C/c1ccc([C@@H]2[C@@H](CO)N(C(=O)C3CC3)[C@H]2CN(CC)C(C)=O)cc1	.	3	.	0.3	3	.	.
CCC(=O)N(C)C[C@H]1Oc2ncc(C3=CCCC3)cc2C(=O)N([C@@H](C)CO)C[C@H]1C	-1	-6	5	?	0	-5	8
COc1ccc2c3c(n(C)c2c1)[C@@H](CO)N(C(=O)c1ccccc1)CC31CN(C(C)=O)C1	-7	.	0	-0.4	.	-3	5
Cc1noc(C)c1NC(=O)Nc1ccc2c(c1)C(=O)N(C)[C@@H]1CC[C@@H](CC(=O)N[C@@H]3CCN(Cc4ccccc4)C3)O[C@H]1CO2	1	-5	3	1.5	4	-51	-6

An excerpt. The share of hits here may be higher or lower than overall.
